Screening results (PubChem BioAssay)
Insulin prom inh = inhibitors of insulin promoter-driven GFP, primary screen, imaging, TRM-6 cells (human fetal islet line), eGFP reporter, cell count. reporter expression induced with tamoxifen. inhibition, % at 2 µM. 0.9% of 130,000 active;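 active = inhibition above the mean plus 3 SD, with well images judged a real hit on visual review, cut at about 60% in these data, passing the limit was not always enough; inconclusive = inhibition over the cutoff but images rejected on review; inactive = inhibition not above the cutoff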
sdo1 growth = growth rescue of sdo1-depleted yeast, primary screen, S. cerevisiae, bone marrow failure model | S. cerevisiae sdo1-depleted JHY4D growth rescue, OD600 30 h; active compounds read high; pdr5 snq2 efflux-pump mutant strain | z-score at 10 µM | 0.21% of 140,000 active;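 active = z-score above 3 at both the 24 hr and the 30 hr optical density reads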;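 also: z-score against mean and SD of all compound wells on the same plate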
sdo1 growth Rescue 24 h = second read-out of sdo1 growth, no call of its own (marks repeat the call); z-score; S. cerevisiae sdo1-depleted JHY4D growth rescue, OD600; measured here: growth rescue at 24 h;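 0 is the plate mean of compound wells and units are plate SD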
Numbers without * were called inactive; ? = inconclusive; / = not tested or not shown. An excerpt, so the mix of outcomes need not match the whole.

Insulin prom inh,sdo1 growth Rescue 24 h,sdo1 growth,mol
8,/,/,Fc1ccccc1C1c2cccn2CCN1C(=S)Nc1cccc(Br)c1 (stereo not given)
43,/,/,CCNc1nc(NC(C)C)nc(N(C#N)CC(=O)OC)n1
14,1.1,1.4,CCN1CCN(C(CNS(=O)(=O)c2ccc(OC)cc2)c2cccnc2)CC1 (stereo not given)
-83,0.21,0.82,CCc1cccc(NC(=O)C2CCCN(S(=O)(=O)c3c(C)[nH]c(=O)[nH]c3=O)C2)c1 (stereo not given)
/,1.2,1.2,COCCN1Cc2cccc(C(=O)NCc3cccnc3)c2C1=O
-106,0.09,-0.27,Cc1ccc(S(=O)(=O)CCSc2nc(C)cc(C(F)(F)F)c2C#N)cc1
-10,-0.2,-0.09,CC1(C)Cc2cccc(OCC(=O)Nc3cc(C(F)(F)F)ccc3N3CCOCC3)c2O1
18,/,/,NS(=O)(=O)c1ccc(CCNC(=O)CSc2nc3ccsc3c(=O)n2CC2CCC(C(=O)O)CC2)cc1 (stereo not given)
?,1.1,1.1,NC(=O)c1c(C(F)(F)F)cc(-c2ccccc2)nc1NCCO
/,-0.68,-1.2,N#Cc1nc(Cc2cccc3ccccc23)oc1NCc1ccc2c(c1)OCO2

Ordered by value in Insulin prom inh (descending): seven of the compounds above
Insulin prom inh,sdo1 growth Rescue 24 h,sdo1 growth,mol
43,/,/,CCNc1nc(NC(C)C)nc(N(C#N)CC(=O)OC)n1
18,/,/,NS(=O)(=O)c1ccc(CCNC(=O)CSc2nc3ccsc3c(=O)n2CC2CCC(C(=O)O)CC2)cc1 (stereo not given)
14,1.1,1.4,CCN1CCN(C(CNS(=O)(=O)c2ccc(OC)cc2)c2cccnc2)CC1 (stereo not given)
8,/,/,Fc1ccccc1C1c2cccn2CCN1C(=S)Nc1cccc(Br)c1 (stereo not given)
-10,-0.2,-0.09,CC1(C)Cc2cccc(OCC(=O)Nc3cc(C(F)(F)F)ccc3N3CCOCC3)c2O1
-83,0.21,0.82,CCc1cccc(NC(=O)C2CCCN(S(=O)(=O)c3c(C)[nH]c(=O)[nH]c3=O)C2)c1 (stereo not given)
-106,0.09,-0.27,Cc1ccc(S(=O)(=O)CCSc2nc(C)cc(C(F)(F)F)c2C#N)cc1

(further entries)
Insulin prom inh,sdo1 growth Rescue 24 h,sdo1 growth,mol
47,0.31,0.63,CCn1ncc(/C=N\NC(=O)COc2ccccc2)c1C
-81,-1.1,-0.57,COc1ccccc1N(CC(=O)Nc1ccc(F)c(F)c1)S(C)(=O)=O
-134,2.2,1.6,O=C(N/N=C/c1ccccn1)C1CC1
-25,-0.95,-1.6,O=c1oc2ccccc2cc1-c1cn(-c2ccccc2)c(=S)[nH]1
/,1.6,1.6,Cc1ccc(OCC(=O)Nc2ccc3c(c2)nc(CCN2CCOCC2)n3C)cc1
25,/,/,CCOc1cc(NC(=O)c2cnccn2)c(OCC)cc1NC(=O)c1ccc(C)cc1
10,-1.1,-0.33,CCCNc1nc2c(c(=O)[nH]c(=O)n2C)n1CCc1ccccc1
37,0.44,0.24,Nn1c(SCC(=O)Nc2ccc3c(c2)OCO3)nnc1C1CC1
23,0.15,-1.4,O=C(COC(=O)c1cc(-c2ccc(Cl)s2)nc2ccccc12)NCc1ccco1
28,-1.1,-0.18,CCc1ccc(S(=O)(=O)Nc2c(C)nn(C)c2C)cc1

Ordered by number of heavy atoms (lowest first): some entries from above
Insulin prom inh,sdo1 growth Rescue 24 h,sdo1 growth,mol
-134,2.2,1.6,O=C(N/N=C/c1ccccn1)C1CC1
47,0.31,0.63,CCn1ncc(/C=N\NC(=O)COc2ccccc2)c1C
23,0.15,-1.4,O=C(COC(=O)c1cc(-c2ccc(Cl)s2)nc2ccccc12)NCc1ccco1

(list continues)
Insulin prom inh,sdo1 growth Rescue 24 h,sdo1 growth,mol
11,/,/,O=C(O)/C=C\C(=O)Nc1ccc(OCc2ccccc2)cc1
-20,1.6,0.81,COc1ccccc1NC(CC(=O)c1ccccc1)C(=O)OCC(=O)c1ccc(Br)cc1 (stereo not given)
-44,/,/,Cn1c(=O)c2ncn(CC(=O)N=Nc3c(O)[nH]c4ccccc34)c2n(C)c1=O
-21,1.4,1.5,N=c1n(Cc2ccccc2)c2ccccc2n1CC(O)COc1ccccc1 (stereo not given)
-3,0.75,0.76,COc1cc(NC(=O)c2cc3ccccc3o2)c(OC)cc1Br
7,-0.15,0.44,Cc1nn(CC(=O)c2ccc(Cl)cc2Cl)c(C)[n+]1N
/,-0.1,-0.12,CCOC(=O)c1c(NC(=O)c2cc3n(n2)C(C(F)(F)F)CC(c2cccs2)N3)sc(C)c1C (stereo not given)
/,-0.27,-0.17,CCOc1ccc(N(CC(=O)NCc2cccs2)S(=O)(=O)c2c(C)noc2C)cc1
26,/,/,CN1CCN(C(=O)CCc2nc(-c3ccc(Cl)cc3)no2)CC1
-22,-1.7,-1.2,CCOC(=O)C1=C(Cc2ccc(F)cc2)C(=O)c2ccccc2C1=O

Reformatted comma-delimited: part of the list above.
structure,Insulin prom inh,sdo1 growth Rescue 24 h,sdo1 growth
CCOC(=O)C1=C(Cc2ccc(F)cc2)C(=O)c2ccccc2C1=O,-22,-1.7,-1.2
COc1ccccc1NC(CC(=O)c1ccccc1)C(=O)OCC(=O)c1ccc(Br)cc1 (stereo not given),-20,1.6,0.81

Remaining list, next part
Insulin prom inh,sdo1 growth Rescue 24 h,sdo1 growth,mol
8,/,/,O=C(NCCCN1CCCC1=O)c1ccc2c(=O)n(-c3ccc(F)cc3)c(=S)[nH]c2c1
-26,-1.1,-0.94,Cc1cccc(C)c1Nc1nnc(SCc2cc([N+](=O)[O-])cc3c2OCOC3)s1
43,/,/,COc1ccc(CNC(=O)C2CCC(CNc3nc(=S)[nH]c4ccccc34)CC2)cc1 (stereo not given)
26,-0.84,-0.7,Cn1c(=O)n(/N=C/c2ccccc2)c2ccccc21
39,/,/,COc1ccc(OCC(=O)N/N=C/c2ccc(N(C)C)cc2)cc1
/,-0.4,-0.75,COc1ccccc1-c1nc2cc3ccccc3cc2nc1-c1ccccc1OC
/,-0.89,-2.1,Cc1cccc2sc(NC(=O)CNS(=O)(=O)c3ccc(Br)s3)nc12
17,1.3,0.74,COc1ccc(N(CCC#N)S(=O)(=O)c2cccc3nsnc23)cc1
-67,/,/,CC1=Nc2cc(C(=O)NCCCOC(C)C)ccc2Sc2ccccc21
/,-1.1,-1.7,CC(=O)Nc1ccc(S(=O)(=O)N2CCN(c3cccc(C)c3C)CC2)cc1
/,2.3,0.42,N#C/C(=C\c1ccc(-c2ccccc2)cc1)c1nc(-c2ccco2)cs1
/,-0.68,-0.09,CCN1C(=O)/C(=C2\SC(=S)N(c3c(C)n(C)n(-c4ccccc4)c3=O)C2=O)c2ccccc21
33,0.02,0.88,CCOC(=O)C1C(=O)NC(N2CCc3ccccc32)=NC1c1ccccc1 (stereo not given)
/,-1.4,-1.1,O=C(COC(=O)C1(c2ccc(F)cc2)CCCC1)NCc1ccc2c(c1)OCO2
-17,-0.01,0.24,O=C(OCCN1CCOCC1)c1ccc2c(c1)OCCO2
-75,1.3,1.4,COCCCNC(=O)c1cn(Cc2c(F)cccc2Cl)nn1
27,0.6,-0.75,Cc1cc(NC(=O)/C(C#N)=C/c2ccc(-c3ccc(SC(F)F)cc3)o2)n(-c2ccccc2)n1
-37,0.04,0.47,O=C(NCCO)/C(=C\c1ccc2c(c1)OCO2)NC(=O)c1ccc(Br)cc1
-41,1.2,-0.37,Cc1ccc(C(C)C)cc1OCCCCN1CCCC1
38,1,1.2,Nc1cc(=O)[nH]c(SCC(=O)N2CCCc3ccccc32)n1
-91,/,/,N#C/C(=C\c1coc2ccccc2c1=O)C(N)=S
0,/,/,CCn1c(SCC(=O)N/N=C(\C)c2ccncc2)nnc1-c1ccccc1
-13,-0.36,-0.72,COC(=O)c1ccc(C(=O)OC)c(NC(=O)CN(C)Cc2ccccc2)c1
/,0.8,0.86,CCn1c(SCC(=O)Nc2nnc(C)s2)nc2c(c1=O)SC(C)C2 (stereo not given)
-43,0.42,0.22,CCOc1ccc(S(=O)(=O)n2ccc(C)n2)c2ccccc12
15,-0.24,0.28,CCOc1ccc(C(Nc2ccc(C)cc2)P2(=O)OCC(C)(C)CO2)cc1 (stereo not given)
19,-0.91,-0.03,Cc1cc(N2C(=O)C(O)=C(C(=O)c3cccs3)C2c2cccc(O)c2)no1 (stereo not given)
/,0.93,1.1,CCCC1=[N+](CC(=O)c2ccccc2)CCn2cccc21
-7,/,/,CC(=O)c1c(C)[nH]c(C(=O)OCC(=O)NCCC(C)C)c1C
/,-0.58,-0.42,Cc1ccc(N2CC(C(=O)N3CCCc4ccccc43)CC2=O)cc1 (stereo not given)
/,-0.56,-0.08,C/C(N)=C(/C#N)C(=O)COC(=O)C(NS(=O)(=O)c1ccc(Cl)cc1)C(C)O (stereo not given)
-9,-0.54,0.25,CCOC(=O)NC(=O)CSc1nc(C)cc(C(F)(F)F)c1C#N
/,0.31,-1.4,COc1ccc(C(=O)Sc2ccc(Cl)cc2)cc1OC
40,-0.56,-0.17,Cc1cc(/C=C2\SC(=Nc3ccc(F)cc3)NC2=O)c(C)n1-c1ccc(S(N)(=O)=O)cc1
/,-1.5,-1.4,COC(=O)c1cc(OC)c(OC)cc1N
-5,0.64,0.04,COc1ccc(CNC(=O)c2cccc(-c3ccc(C)c4ccccc34)n2)cc1
-3,4.1*,3.1*,CCCCCCCC(=O)NC(Nc1ccc(S(N)(=O)=O)cc1)C(Cl)(Cl)Cl (stereo not given)
-22,0.44,0.86,COc1ccc(C2CC(C)=NN2C=O)cc1OC (stereo not given)
0,1.6,-0.59,O=C(COc1ccc(Br)cc1Br)NC(=S)Nc1cccc(CO)c1
0,-0.64,-0.47,Cc1cccc2cc(/C=N/NC(=O)CN3CCOCC3)c(Cl)nc12
29,/,/,O=C1OCC2=C1C(c1ccccc1)CC(=O)N2c1ccccc1 (stereo not given)
-9,/,/,NC(=O)C1CCN(C2CC(=O)NC2=O)CC1 (stereo not given)
14,-0.34,-0.44,CCCCc1cc(=O)oc2cc(OS(C)(=O)=O)ccc12
15,/,/,N#CC(c1ccncc1)(c1ncc(C(F)(F)F)cc1Cl)N1CCOCC1 (stereo not given)
0,-0.85,-0.89,Cc1cc(C)cc(NC(=O)CSc2nc3c(oc4ccccc43)c(=O)n2-c2ccccc2)c1
-27,0.62,0.12,O=C(COC(=O)C12CC3CC(CC(C3)C1)C2)NCCc1ccccc1
17,/,/,COc1ccc(CN(C)CC(=O)Nc2ccc(SC(F)F)cc2)cc1OC
5,-0.12,-0.19,COc1ccc(CNC(=O)c2ccc(NC(=O)CC3SC(N4CCCCC4)=NC3=O)cc2)cc1 (stereo not given)
34,-0.45,0.5,COc1cc(S(=O)(=O)NC(C)C)ccc1Cl
/,-0.54,-0.1,Cc1ccnc(NC(=O)C2CCC(CNc3c(N4CCCC4)c(=O)c3=O)CC2)c1 (stereo not given)

(listing goes on)
Insulin prom inh,sdo1 growth Rescue 24 h,sdo1 growth,mol
57,/,/,COc1ccccc1/C=C/C=N/NC(=O)c1ccccn1
/,2.5,0.71,CCc1nnc(NC(=O)CSc2ncnc3c2oc2ccccc23)s1
-19,-1.5,-2.3,N#Cc1c(-c2ccc3c(c2)OCO3)ccn2nc(-c3cccc(C(F)(F)F)c3)nc12
/,-0.9,-1.7,O=C(COC(=O)Cn1cnc2ccccc21)Nc1cccc2c1C(=O)c1ccccc1C2=O
-67,0.28,-1.2,CCOc1ccc2nc(NC(=O)CSc3nc4cccnc4n3C)sc2c1
-10,0.08,0.2,CCCCOC(=O)C[N+](C)(C)CCOC1CC2CCC1(C)C2(C)C (stereo not given)
-14,2,1.5,CCN(CC)S(=O)(=O)c1cccc(C(=O)N/N=C/c2cccc(O)c2O)c1
0,0.58,0.45,CCN(CC)C(=O)C1CCCN(C(=O)Nc2ccc(NC(=O)N3CCCC(C(=O)N(CC)CC)C3)cc2)C1 (stereo not given)
-67,/,/,O=C(Cc1csc(-c2ccccc2)n1)NCc1cccs1
-3,0.47,0.47,O=C(Nc1ccc(NC(=S)NC(=O)c2cccs2)cc1)c1ccccc1
/,-1.4,-2.1,CC1C(c2ccccc2)N(C)C(c2ccccc2)CC1(O)c1ccccc1 (stereo not given)
/,0.06,1.2,O=C(Nc1ccc2c(c1)OCCO2)c1ccc(Br)o1
-41,0.56,0.93,Cc1csc(CCc2nc(C)cs2)n1
/,-1.1,-0.91,CCCCN(c1ccccc1)c1ncnc2nc[nH]c12
58,-0.56,-0.43,NCc1ccccc1COc1ccccc1
9,-1.1,-0.3,O=C(Nc1nc(=O)n(C(=O)C2CC2)s1)c1ccccc1
53,-0.48,0.49,O=C(c1ccc2c(=O)n(-c3ccccc3)c(=O)[nH]c2c1)N1CCCCC1
-43,-0.46,0.57,COCCNC(=O)CCn1c(=O)oc2ccccc21
-44,-0.96,-1.1,Cc1cccc(OCCNc2cc(N3CCOCC3)ccc2[N+](=O)[O-])c1
/,0.79,0.87,Cn1c(SCC(=O)Nc2cccc(F)c2)nnc1-c1cccnc1
17,-0.57,-1.1,COc1ccccc1/C=C(/C(=O)OCC(=O)Nc1cc(C)ccc1C)c1ccccc1
/,-0.02,0.41,COc1cccc(CNCCSc2nnnn2C)c1
